ABHD5 PLIN5 PPI: blocks binding of human ABHD5 to perilipin-5; Q00G26+Q8WTS1; actives 0.78% (n = 360,000); Split G. princeps luciferase complementation, luminescence, 4 h; inhibition, % at 4 µM;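 active means inhibition above the mean inhibition across every tested compound plus 3 SD, cut at about 22% in these data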;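 further: 0% = DMSO only wells and the 100% control is not disclosed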
ABCB6 inh MLPCN: inhibitors of human ABC transporter ABCB6. fluorescence ratio to DMSO, % at 10 µM. K562-ABCB6 porphyrin accumulation, flow cytometry, 1 h; active compounds read low. Q9NP58. actives 0.19% (n = 360,000);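 active means fluorescence ratio to DMSO below 75%, the collection mean minus 3 SD; inconclusive means too few cells collected in the well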;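 further: signal is porphyrin accumulated inside mitochondria; 100% equals median channel fluorescence of DMSO control wells; lower ratio means ABCB6 inhibition with less porphyrin fluorescence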
Target sequence (Q9NP58 whole entry, looked up): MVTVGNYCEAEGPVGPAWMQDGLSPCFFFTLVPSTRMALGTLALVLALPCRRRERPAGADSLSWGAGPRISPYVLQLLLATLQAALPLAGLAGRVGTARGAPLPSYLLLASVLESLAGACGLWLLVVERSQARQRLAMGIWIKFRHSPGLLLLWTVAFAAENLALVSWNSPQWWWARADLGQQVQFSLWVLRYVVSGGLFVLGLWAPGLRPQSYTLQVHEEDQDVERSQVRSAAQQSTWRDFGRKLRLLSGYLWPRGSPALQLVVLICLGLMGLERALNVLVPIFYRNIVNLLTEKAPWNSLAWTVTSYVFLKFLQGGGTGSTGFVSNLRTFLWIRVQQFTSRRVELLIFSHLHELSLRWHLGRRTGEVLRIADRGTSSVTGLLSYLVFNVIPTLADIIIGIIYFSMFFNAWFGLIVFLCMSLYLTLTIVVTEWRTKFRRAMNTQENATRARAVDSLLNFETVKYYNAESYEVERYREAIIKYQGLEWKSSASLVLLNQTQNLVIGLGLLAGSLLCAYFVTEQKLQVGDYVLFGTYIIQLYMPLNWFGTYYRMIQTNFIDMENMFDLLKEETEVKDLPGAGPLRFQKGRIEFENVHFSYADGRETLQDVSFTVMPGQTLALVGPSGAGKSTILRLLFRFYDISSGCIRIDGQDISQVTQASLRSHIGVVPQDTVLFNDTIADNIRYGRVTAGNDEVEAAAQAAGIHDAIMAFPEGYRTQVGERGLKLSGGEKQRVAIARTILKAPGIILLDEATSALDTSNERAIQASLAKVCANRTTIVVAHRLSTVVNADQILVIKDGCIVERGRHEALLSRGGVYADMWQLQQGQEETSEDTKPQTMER
Vif imaging: blocks HIV Vif function | HEK293T cells, Vif self-association by quenched fluorescence, imaging, 24 h | inhibition, % at 7.49 µM | actives 0.35% (n = 340,000) | AID 602346; in the data active means inhibition above about 50%, passing the limit was not always enough; inconclusive means no clear call, values can overlap the other calls; inactive means below about 31%; further: some results filed as inactive read as strong as hits
aDG glyco act: increases alpha dystroglycan glycosylation; activation, % at 10 µM; actives 0.22% (n = 360,000); Pro5-aDG cells, alpha-DG glycosylation AlphaScreen (IIH6); 0% Pro5, 100% B10-LARGE cell signal; AID 624168;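 active means activation of at least 8% versus controls, or a plate z-score of at least 8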;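 further: Pro5 are CHO cells carrying HIG-tagged alpha-DG that lacks glycosylation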
MC4R antagonist: antagonists of human melanocortin 4 receptor (MC4R); AID 540295; actives 0.48% (n = 360,000); MC4R-expressing cells, MTII-stimulated cAMP, LANCE TR-FRET; inhibition, % at 6.5 µM;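 active means inhibition above its plate's cutoff, the mean of tested wells on that plate plus 3 SD, cut at about 29% in these data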;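 further: 0% = Melanotan II alone and 100% = Melanotan II plus saturating MCL0020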
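Material: U2OS-MC4R stable cell line | Reagent: Melanotan II challenge after compound preincubation | Doses: One concentration, 6.5 µM nominal | Incubation: 30-min compound preincubation, 1-h Melanotan II challenge, 1-h detection, room temperature | Signal: TR-FRET cAMP assay | Replicates: One well per compound, no replicates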
NOD2-RIPK2 inh: inhibitors of human NOD2-RIPK2 interaction; O43353; CHO BLA complementation NOD2-RIPK2, CCF4 ratio; inhibition, % at 4.98 µM; actives 0.38% (n = 360,000); AID 624267; in the data active means inhibition above about 21%;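 further: 0% = vehicle only and 100% = reference blocker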
TLR9-MyD88 block: TLR9-MyD88 interaction inhibition; Q9NR96+Q99836; CHO BLA complementation TLR9-MyD88, CCF4 FRET ratio; inhibition, % at 4.98 µM; actives 0.21% (n = 340,000); AID 504734;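 active means inhibition above the mean over all tested compounds plus 3 SD, cut at about 21% in these data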;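 further: 0% = DMSO only wells and 100% = clavulanate BLA inhibitor control wells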
N-glyco inh: N-linked glycosylation inhibition; D54 ERlucT glycosylation luciferase reporter, 24 h; percent of 100 nM tunicamycin response; reporter increase, % at 12.5 µM; actives 0.23% (n = 360,000); AID 588692;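 active means mean luciferase reporter signal, scaled so untreated is 0 and the glycosylation-blocking control 100, at or above a set limit in every replicate; inconclusive means mean reaches the limit but not every replicate does; inactive means mean below the limit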;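 further: luciferase carries N-glycosylation sites so blocking glycosylation raises the light; 0% = median of neutral control wells and 100% = median of 100 nM tunicamycin wells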
MC4R barr agon: human MC4R agonism via beta-arrestin | P32245 | U2OS MC4R beta-arrestin complementation, luminescence; percent of melanotan II response, DMSO zero | activation, % at 8.9 µM | actives 0.98% (n = 360,000);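 active means activation above a per-plate cutoff, the mean activation of sample wells on that plate plus 3 SD, cut at about 8% in these data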
Exocytosis inh: lytic granule exocytosis inhibition; TALL-104 LAMP-1 surface exposure, flow cytometry; cells stimulated with thapsigargin and PMA; inhibition, % at 10 µM; actives 0.66% (n = 360,000); AID 651702;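 active means inhibition above about 55%, limit read from the data; inconclusive means no clear call, values can overlap the other calls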
* hit, by the source's call; ? = inconclusive; nt = no result given.

A first look (3 entries):
SMILES	ABHD5 PLIN5 PPI	ABCB6 inh MLPCN	Vif imaging	aDG glyco act	MC4R antagonist	NOD2-RIPK2 inh	TLR9-MyD88 block	N-glyco inh	MC4R barr agon	Exocytosis inh
Clc1ccccc1OCCCn1ccnc1	4	101	5	0.1	6	-13	-2	1	-1.1	-10
CCOC(=O)C1(Cc2cccc(F)c2)CCN(C(=O)c2cscn2)CC1	1	101	14	-0.1	16	-9	-6	2	-4.1	-5
O=C1NC2=C(C(=O)CCC2)C(c2ccccc2Cl)N1 (configuration not stated)	1	80	-11	-0.1	3	0	-10	2	-3.0	-8

The listing, from the start:
SMILES	ABHD5 PLIN5 PPI	ABCB6 inh MLPCN	Vif imaging	aDG glyco act	MC4R antagonist	NOD2-RIPK2 inh	TLR9-MyD88 block	N-glyco inh	MC4R barr agon	Exocytosis inh
Clc1ccccc1OCCCn1ccnc1	4	101	5	0.1	6	-13	-2	1	-1.1	-10
CCOC(=O)C1(Cc2cccc(F)c2)CCN(C(=O)c2cscn2)CC1	1	101	14	-0.1	16	-9	-6	2	-4.1	-5
O=C1NC2=C(C(=O)CCC2)C(c2ccccc2Cl)N1 (configuration not stated)	1	80	-11	-0.1	3	0	-10	2	-3.0	-8
CCc1c(C)[nH]n(-c2nc(-c3cccc([N+](=O)[O-])c3)cs2)c1=O	-5	94	-2	-0.2	7	-6	9	2	-3.4	0
COc1ccc(Cl)cc1NC(=O)CCn1c(=O)oc2ccccc21	-1	97	-1	0.5	8	1	4	1	-3.9	18
COc1cccc(-n2c(SCC(=O)NC3CCCCC3)nc3n[nH]c(C)c3c2=N)c1	10	95	-4	-0.3	-1	-2	3	24	-1.4	4
Cc1ccc(NC(=O)COC(=O)Cc2c[nH]c3ccccc23)cc1C	5	103	?	-0.3	-3	1	-8	1	1.0	4
O=C(Nc1ccc2c(c1)OCCO2)C(c1ccccc1)n1c(=O)c(-c2ccco2)nc2ccccc21 (configuration not stated)	18	nt	nt	-0.3	nt	5	nt	nt	nt	1
COc1cccc(/C=N/NC(=O)CN(C2=NS(=O)(=O)c3ccccc32)c2ccccc2)c1	6	100	-10	0.2	2	-4	2	1	-0.6	-4
Cc1c(NC(=O)c2cc3ccccc3o2)c(=O)n(-c2ccccc2)n1C	5	101	1	0.0	6	-11	-6	-2	1.8	-1
CC1Cc2ccccc2N1C1=CC(=O)CCC1 (configuration not stated)	-5	101	4	-0.2	-2	2	1	0	-1.1	24
Cn1nc(C(=O)Nc2cccc(C(=O)NC3CC3)c2)c2ccccc2c1=O	-2	99	5	-0.3	7	4	3	3	-1.5	-3
COc1ccc(N2C(=O)C3CCCN3C2=S)cc1 (configuration not stated)	1	97	13	0.0	-1	-17	-1	5	0.1	-5
CCOc1ccccc1-c1cc(C(=O)N/N=C(\C)c2cccnc2)c2ccccc2n1	2	99	7	-0.2	12	-4	-9	-1	1.0	-5
CC(=O)Nc1ccc(S(=O)(=O)NCC(CCC(=O)O)C(F)(F)F)cc1 (configuration not stated)	0	100	-4	0.3	6	-6	-6	1	0.4	-1
COc1cc(OC)cc(C(=O)NCC(=O)OCC(=O)NC(C)CCc2ccccc2)c1 (configuration not stated)	7	103	nt	0.1	4	-7	2	4	-1.1	0
O=C(Cc1ccc(NC(=O)C2CCN(C(=O)CCc3ccccc3)CC2)cc1)Nc1ccc(C(=O)N2CCOCC2)cc1	4	104	3	0.1	-4	-2	-2	3	-2.6	-1
COc1ccc(-n2nc3c(c2NC(=O)c2ccccc2)CS(=O)(=O)C3)cc1	-1	95	2	-0.3	13	-13	-2	1	0.3	-2
CC(=O)Nc1c([N+](=O)[O-])cc(C)c(Cl)c1[N+](=O)[O-]	3	84	4	-0.1	2	2	-4	4	-0.7	-3
CC1CN(Cc2ccccc2)C(C)CC1O (configuration not stated)	-2	101	16	-0.4	-3	-2	-7	2	-1.8	-3
COc1ccc(/C=C(/NC(=O)c2cccs2)C(=O)Nc2ccc(C)cc2)cc1OC	7	98	6	-0.2	3	-7	-3	3	-0.6	-5
COCCCNC(=O)Cn1cnc2c(OCc3ccccc3)ncnc21	-2	98	3	-0.2	6	-9	-5	1	-2.4	-3
CC1CCc2c(sc(NC(=O)CSc3nc4c(c(C(F)(F)F)n3)CCc3ccccc3-4)c2C(N)=O)C1 (configuration not stated)	-1	101	16	-0.2	-5	-4	-9	1	0.7	-2
O=C(C1CCCCC1)N1C[C@H](O)[C@@H](n2cc(-c3ccc(F)cc3)nn2)C[C@@H]1c1ccccc1	0	97	-2	0.1	6	-1	2	-1	1.7	-3
Cc1csc(Sc2ccc(S(=O)(=O)N3CCCC3)cn2)n1	-5	96	-4	0.1	8	0	5	0	-2.3	-1
Next part.
SMILES	ABHD5 PLIN5 PPI	ABCB6 inh MLPCN	Vif imaging	aDG glyco act	MC4R antagonist	NOD2-RIPK2 inh	TLR9-MyD88 block	N-glyco inh	MC4R barr agon	Exocytosis inh
Cc1nnc(SCCCN2C(=O)c3ccccc3C2=O)o1	4	94	0	0.4	4	-4	6	0	-1.0	0
COc1ccc(NC2CCCN(C(=O)c3cccnc3)C2)cc1 (configuration not stated)	-3	98	5	-0.5	-3	7	4	1	-2.6	1
COc1ccc(-c2nc(CSCC(=O)NCc3ccc4c(c3)OCO4)c(C)o2)cc1	-9	90	-3	0.1	0	3	3	1	-0.7	-1
COc1ccc(NC(=S)NNC(=O)CCn2cc([N+](=O)[O-])cn2)cc1	-3	100	-1	0.6	-2	-3	-9	2	2.6	-6
Cc1ccc(N(CC(=O)N/N=C/c2ccc(OC3CSC3)cc2)S(=O)(=O)c2ccccc2)c(C)c1	-7	97	-8	0.3	6	-7	-2	-3	3.5	4
CCc1ccc(OCCn2ccnc2)cc1	-1	99	9	0.0	1	9	-5	0	-1.3	-16
COc1cccc(OCc2cc(C(=O)NC(C)c3cnn(C)c3C)no2)c1 (configuration not stated)	2	99	-4	-0.1	17	13	-5	2	-0.2	-3
O=C(NC(=O)c1ccccc1)Nc1ccc(-c2cnco2)cc1	-1	90	-4	-0.1	7	-15	nt	-3	-0.1	-3
CCCCN(CCCC)C(=S)N/N=C/c1c(C)[nH]n(-c2ccccc2)c1=O	-2	102	11	-0.4	16	2	-4	3	-1.5	6
COC(=O)C1CCN(S(=O)(=O)CCNC(=O)c2cccc(OC)c2)CC1	11	94	-3	-0.2	5	4	-3	1	2.4	-4
C[C@@]12C(=O)Nc3cc(Cl)ccc3C(=O)N1[C@H]1c3ccccc3OC[C@@H]1[C@@H]2c1ccccc1	4	99	-3	0.2	-2	-5	-9	31*	-0.3	3
Cc1c(-c2ccccc2)nc(N)c(C#N)c1-c1cccs1	1	98	-3	0.1	6	-7	-9	0	2.2	0
CCC(C)n1[nH]c(=O)c2c(C)cc(C)nc21 (configuration not stated)	-3	91	12	-0.1	-4	-13	3	2	-1.8	0
O=c1[nH]c(-c2ccc(Cl)cc2)nc(=S)[nH]1	-5	92	-1	-0.2	2	-11	-5	0	1.4	1
O=C(Nc1c[nH]c(=O)[nH]c1=O)c1ccccc1Br	8	93	-4	-0.2	4	-6	-2	1	-1.2	-2
C=CCn1c(CCNC(=O)c2cccs2)nnc1SCC(=O)Nc1cccc(F)c1	2	103	13	-0.2	-1	-8	0	1	-1.9	-6
NC(=O)C1CCCN(Cc2ccc(Cl)cc2)C1 (configuration not stated)	-2	102	3	0.0	9	0	3	2	-2.0	1
O=C(COC(=O)c1cccc(F)c1)NC(=O)NCc1ccccc1	2	94	2	-0.1	12	1	5	0	0.5	-6
C/C(=N/N=C(/N)SCc1ccccc1)C(C)(C)C	1	95	0	-0.1	13	-3	-15	1	0.1	1
Cc1ccc(NC(=O)[C@H](C)NC(=O)C2CCN(C(=O)[C@H](CC(C)C)NC(=O)OC(C)(C)C)CC2)cc1	2	101	2	0.0	-4	-6	1	2	0.9	3
CC(C)(C)c1ccc(C(=O)NCC(=O)N2CCCCCC2)cc1	-4	97	-2	0.0	6	1	-1	2	-1.8	3
CCCSCCCNC(=O)Cn1cc2c(n1)CCCCC2	-2	96	-1	0.2	1	1	-10	1	-1.9	2
C/C(Cc1ccccc1)=N\NC(=O)CNC(=O)/C=C\c1ccccc1	-4	96	-3	0.3	3	-5	nt	0	-0.8	-3
Cc1ccc(C)c(Cn2c(CO)nc3ccccc32)c1	-4	96	-4	0.7	7	-9	4	-1	-0.5	0
COc1ccc(CNC(C)CCc2ccccc2)cc1 (configuration not stated)	-3	99	-1	0.1	-1	9	-5	-1	0.6	-1
CCc1ccccc1NC(=O)N1CCc2ccccc2C1	7	101	9	0.1	3	-1	-11	-1	-2.7	-2
Cc1c(C(=O)NCCC#N)sc(=O)n1Cc1ccccc1F	3	100	-2	0.1	5	2	nt	3	-0.5	6
CCOc1ccc(NC(=S)N(CCCN2CCCC2)Cc2cccn2Cc2ccc(Cl)cc2)cc1	3	98	-13	0.2	5	15	-14	-3	-2.2	0
Cc1noc(C)c1-c1ccc(C(=O)NCc2cccc(Cl)c2)c2occc12	-7	97	-3	0.2	13	-4	nt	12	-0.1	0

Five entries from above, with values ahead of the structure.
ABHD5 PLIN5 PPI	ABCB6 inh MLPCN	Vif imaging	aDG glyco act	MC4R antagonist	NOD2-RIPK2 inh	TLR9-MyD88 block	N-glyco inh	MC4R barr agon	Exocytosis inh	Molecule
8	93	-4	-0.2	4	-6	-2	1	-1.2	-2	O=C(Nc1c[nH]c(=O)[nH]c1=O)c1ccccc1Br
2	103	13	-0.2	-1	-8	0	1	-1.9	-6	C=CCn1c(CCNC(=O)c2cccs2)nnc1SCC(=O)Nc1cccc(F)c1
-2	102	3	0.0	9	0	3	2	-2.0	1	NC(=O)C1CCCN(Cc2ccc(Cl)cc2)C1 (configuration not stated)
2	94	2	-0.1	12	1	5	0	0.5	-6	O=C(COC(=O)c1cccc(F)c1)NC(=O)NCc1ccccc1
1	95	0	-0.1	13	-3	-15	1	0.1	1	C/C(=N/N=C(/N)SCc1ccccc1)C(C)(C)C

Some of the compounds tested; count on the stated rates, not on these rows.
